Source: PubChem BioAssay (several laboratories)
Avidin fluor: compound fluoresces at 488/530 nm on avidin beads | compound fluorescence 488/530 nm, flow cytometry; stronger effect = higher value | fluorescence (KMESF) at 10 µM | actives 0.38% (n = 220,000); in the data active means fluorescence above about 47; further: inactives centre near 10
Rab7 wt modul: dog Rab7 wildtype GTP binding, inhibitors and activators | GST-Rab7 beads, fluorescent GTP binding, flow cytometry; actives lie on both sides; untreated = 100%, excess cold GTP = 0% | GTP binding activity (percent of control), % at 10 µM | actives 0.055% (n = 190,000);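 active means fluorescent GTP binding to Rab7 beads changed by at least 20 points from the 100% baseline, either direction, mostly lower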;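 further: median green fluorescence of bound Bodipy-FL-GTP per Rab7 bead population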
Rab2A wt mod: changes GTP binding to wildtype dog Rab2A, up or down. GST-Rab2 wt beads, Bodipy-GTP binding, flow cytometry. AID 760. P61105. GTP binding activity, % at 10 µM. actives 0.19% (n = 190,000);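 active means GTP binding activity at least 20 points away from 100%, either lowered or raised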;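 further: 0% = beads with excess unlabeled GTP and 100% = no-compound control corrected for plate trend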
Mcl1-Noxa inh: disrupts binding of human Mcl-1 to Noxa peptide; actives 1.5% (n = 220,000); inhibition, % at 21.7 µM; AID 1022; TR-FRET Mcl-1/Noxa peptide binding, 2 h;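 active means compounds that cut the protein-peptide binding signal by more than 50% relative to plate controls in a single-dose test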;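 further: His-tagged Mcl-1 with rhodamine Noxa BH3 peptide and terbium anti-His antibody; 0% = Mcl-1 plus Noxa peptide wells and 100% = peptide-only wells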
Target sequence (Q07820 whole entry, looked up): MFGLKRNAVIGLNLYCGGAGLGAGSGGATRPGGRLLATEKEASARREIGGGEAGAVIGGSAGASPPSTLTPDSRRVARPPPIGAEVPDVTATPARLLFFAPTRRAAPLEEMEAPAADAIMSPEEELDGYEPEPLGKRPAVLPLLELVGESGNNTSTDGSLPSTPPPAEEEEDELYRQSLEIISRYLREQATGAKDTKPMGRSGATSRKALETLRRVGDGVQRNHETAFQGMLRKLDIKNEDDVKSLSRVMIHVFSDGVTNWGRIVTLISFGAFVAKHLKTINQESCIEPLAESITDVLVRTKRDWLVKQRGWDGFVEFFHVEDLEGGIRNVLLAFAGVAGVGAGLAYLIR
Cdc42 wt GTP: human Cdc42 wildtype GTP binding change, either direction; GST-Cdc42 beads, Bodipy-GTP binding, flow cytometry; actives lie on both sides; P60953; actives 0.2% (n = 190,000); AID 761; percent activity (GTP binding), % at 10 µM;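 active means percent activity GTP binding at least 20 points away from the 100% baseline, either down as inhibitor or up as activator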;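 further: median bead fluorescence of bound Bodipy-FL-GTP at 100 nM; 0% = excess unlabeled GTP control and 100% = no compound control; below 100% means less GTP binding so inhibitor and above means activator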
Target sequence (P60953 whole entry, looked up): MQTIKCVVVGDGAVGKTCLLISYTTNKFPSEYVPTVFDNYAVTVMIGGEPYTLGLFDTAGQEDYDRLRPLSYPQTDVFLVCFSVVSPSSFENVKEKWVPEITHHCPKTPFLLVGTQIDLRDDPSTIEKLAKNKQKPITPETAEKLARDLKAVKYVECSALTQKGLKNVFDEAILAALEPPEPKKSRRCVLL
Bim-Mcl-1: inhibitors of Bim-Mcl-1 interaction, human | Bead-based flow cytometry, Bim peptide-Mcl-1 binding | actives 0.1% (n = 190,000) | Q07820 | inhibition, % at 10 µM; in the data active means inhibition above about 40%;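 further: 0% = no compound tracer wells and 100% = peptide blocker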
Rac1 mut GTP: alters GTP binding to activated mutant human Rac1. GST-Rac1 activated beads, fluorescent GTP binding, flow cytometry; actives lie on both sides; 100% means binding = to untreated wells. percent activity (GTP binding), % at 10 µM. actives 0.11% (n = 190,000);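 active means GTP binding at least 20 percentage points away from the 100% baseline, in either direction, so actives lie on both sides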
Mcl1-Bid inh: disrupts binding of human Mcl-1 to Bid peptide; Q07820; TR-FRET Mcl-1/Bid-Dy647 peptide binding, 1536-well; inhibition, % at 21.7 µM; actives 0.97% (n = 220,000); AID 1021;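 active means compounds that cut the binding signal by more than half at the single screening dose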;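 further: His-tagged Mcl-1 with europium anti-His antibody binding Bid BH3 peptide; 0% = Mcl-1 plus peptide wells and 100% = peptide-only wells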
HRas wt GTP: human HRas wildtype GTP binding, change in either direction; P01112; GST-Ras wt beads, Bodipy-FL-GTP binding, flow cytometry; actives lie on both sides; GTP binding activity, % at 10 µM; actives 0.14% (n = 190,000);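 active means GTP binding activity at least 20% away from the 100% baseline, either lowered as inhibitor or raised as activator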;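 further: 0% = unlabeled GTP competition control and 100% = no-compound control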
Target sequence (P01112 whole entry, looked up): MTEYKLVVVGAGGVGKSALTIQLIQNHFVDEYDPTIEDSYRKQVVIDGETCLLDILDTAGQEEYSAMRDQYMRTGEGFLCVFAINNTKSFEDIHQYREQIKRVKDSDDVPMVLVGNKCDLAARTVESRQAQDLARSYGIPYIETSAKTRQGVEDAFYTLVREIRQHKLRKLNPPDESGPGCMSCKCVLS
Rac1 wt GTP bind: human Rac1 wildtype GTP binding, inhibitors and activators; P63000; GST-Rac1 beads, fluorescent GTP binding, flow cytometry; actives lie on both sides; 0 = cold GTP competed, 100 = untreated; GTP binding activity (% of control), % at 10 µM; actives 0.27% (n = 190,000); AID 757;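 active means GTP binding activity at least 20 points away from the 100% control level, either lower or higher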
Pf gamet viab: kills late stage P. falciparum gametocytes; P. falciparum stage V gametocytes, ATP luminescence, 24 h; inhibition, % at 10.9 µM; actives 0.065% (n = 150,000); AID 743093;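 active means inhibition above the mean plus 3 SD of compounds within the control limits, set per campaign, cut at about 38% in these data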;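 further: 0% = DMSO wells and 100% = medium only without gametocytes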
* marks the source's active call; other numbers are inactive results; i = inactive; nt = not tested or not shown. An excerpt, so the mix of outcomes need not match the whole.

compound,Avidin fluor,Rab7 wt modul,Rab2A wt mod,Mcl1-Noxa inh,Cdc42 wt GTP,Bim-Mcl-1,Rac1 mut GTP,Mcl1-Bid inh,HRas wt GTP,Rac1 wt GTP bind,Pf gamet viab
CC(=O)Nc1cc(C(=O)N2CCC3(CC2)OCCO3)ccc1Sc1ccc(F)cc1,7,101,96,7,96,0,95,2,97,96,7
Clc1ccc2c(c1)C(c1ccccc1Cl)=NCc1nncn1-2,4,101,99,10,99,1,97,-7,101,105,nt
CCOC(=O)C1CCN(C(C)C(=O)c2c(C)[nH]c3cc(C)ccc23)CC1 (configuration not stated),17,103,99,-12,104,-3,100,-51,102,108,7
CC1(C)C2([N+](=O)[O-])CNCC1([N+](=O)[O-])CNC2,20,103,100,14,101,-2,98,1,99,102,nt
O=P(C(c1ccc2c(c1)OCO2)N1CCOCC1)(N1CCOCC1)N1CCOCC1 (configuration not stated),11,98,98,-23,98,0,95,-39,97,97,nt
COc1ccccc1-n1c(-c2cccs2)nc2ccccc2c1=O,4,95,96,7,96,2,97,-12,97,99,-2
CC1(C)C(C(=O)NCc2ccco2)C1(C)C,8,103,109,-17,109,0,104,-44,109,106,-3
COc1ccccc1Cn1c(SCC(=O)C(C)(C)C)nc2cc(C(=O)N3CCC4(CC3)OCCO4)ccc2c1=O,9,98,98,26,97,0,97,-4,96,100,nt
COc1ccc(OCC#CCN2CCCCCC2)cc1,8,96,97,13,99,-2,99,5,99,99,9
C=CCn1c(O)c(C(C)=NCCCN2CCOCC2)c(=O)[nH]c1=O,37,101,99,-4,101,-1,99,0,101,103,nt
O=C(CCC(=O)N1CCC2(CC1)OCCO2)Nc1nnc(C(F)(F)F)s1,9,96,102,3,103,1,101,3,102,101,-4
Cc1nonc1-c1nc(-c2nonc2N)n[nH]1,14,96,103,18,105,0,99,-7,102,100,nt
Cc1ccc(OCC(=O)N2CCN(Cc3ccc4c(c3)OCO4)CC2)cc1C,11,100,96,18,95,1,94,-10,97,98,23
O=c1c(C=Nc2cccnc2Cl)c(O)n(CCCCl)c(=O)n1C1CCCCC1,6,102,104,17,97,8,103,-4,104,105,nt
NC(=O)C1(N2CCCCC2)CCN(Cc2ccccc2)CC1,8,97,99,4,100,-3,98,-6,100,99,nt
C[C@]12CCC(=O)C=C1CC[C@@H]1[C@@H]2CC[C@]2(C)C(=O)CC[C@@H]12,8,95,101,11,101,0,99,-2,99,102,nt
Cc1cc(OCc2nn[nH]n2)c2c3c(c(=O)oc2c1)CCCC3,8,96,88,17,92,-3,88,14,93,88,31
CCCCCCN=C(C)c1c(O)n(Cc2ccccc2)c(=O)[nH]c1=O,35,97,98,12,101,0,99,10,99,105,-23
CCCCOC(=O)C1=C(N)OC2=C(C(=O)CCC2)[C@]12C(=O)N(C)c1ccccc12,15,98,97,-6,95,2,96,-18,96,95,-14
COc1ccc(NC2=NC(C)(C)CS2)cc1,8,94,96,17,98,0,93,-19,96,99,-2
CC(=O)N1N=C2C3CCN(CC3)C2C1c1cccc2ccccc12 (configuration not stated),5,94,101,0,99,0,97,0,99,104,nt
O=C1CN=C(c2ccccc2)c2oc3ccc(Br)cc3c2N1,6,100,98,-5,99,1,99,-20,99,101,13
Cc1cccc(NC(N)=S)c1,35,99,100,8,104,-2,101,-35,101,105,8
N=c1sc2c(n1Cc1ccccc1)CCCC2,7,100,99,-5,103,1,103,-40,100,106,14
CC(=NCCO)c1c(O)n(C)c(=O)n(C)c1=O,12,99,100,19,99,-4,97,3,100,101,2
CN1/C(=C\C=C\C2=[N+](C)c3ccc4ccccc4c3C2(C)C)C(C)(C)c2ccccc21,15,99,100,i,102,5,101,-168,101,101,nt
Cc1ccc(C2=NCC(=O)N(CC(=O)N3CCCCC3)c3sc(C)c(C)c32)cc1,12,93,94,nt,97,1,95,-30,96,94,-16
Cc1ccc(C2=CCNCC2)cc1,10,104,98,8,93,0,97,-20,97,95,-24
CCOC(=O)C(C)Oc1cc(C)cc2oc(=O)c3c(c12)CCCC3 (configuration not stated),39,97,96,1,100,-4,96,11,98,96,nt
O=C(Cc1ccccc1)N1CCN(CC2CC3C=CC2C3)CC1 (configuration not stated),23,100,102,39,104,-3,100,45,103,106,nt
Clc1ccccc1C1NCc2ccccc2-n2cccc21 (configuration not stated),6,94,93,14,96,12,93,-3,96,100,nt
Cc1ccc(NC2=NCCCS2)c(C)c1C,3,103,98,8,100,1,99,-8,100,107,nt
C=C(C)CSc1nnc([C@@H](N)Cc2c[nH]c3ccccc23)o1,22,103,103,27,105,1,101,-38,105,102,-26
CCC12CN3CC(CC)(CN(C1)C3c1cccnc1)C2=O (configuration not stated),34,104,104,6,105,-4,103,-10,104,107,nt
O=C(N/N=C/c1c(O)n(C2CC2)c(=S)[nH]c1=O)c1ccccc1O,10,96,94,-14,99,-3,94,-72,95,97,-3
Cc1cc(/C=C2/C(=O)NC(=O)N(C)C2=O)c(C)n1-c1ccccc1,12,94,95,29,97,1,95,-19,94,95,-2
Cc1cccc(OP(=O)(Nc2ccc(F)cc2)Oc2cccc(C)c2)c1,11,90,91,-3,90,0,93,-3,92,94,-2
O=C(C(=O)N1CCC2(CC1)OCCO2)c1c[nH]c2ccccc12,12,102,99,-1,102,-3,98,-11,97,100,4
c1ccc2c(c1)CNc1ccccc1O2,36,100,100,2,103,0,100,-40,101,104,nt
CCCCCCC(N)CC(=O)O (configuration not stated),5,100,101,7,103,-1,100,4,101,103,-10
CN(C)c1ccc(-[n+]2c(-c3ccccc3)cc(-c3ccccc3)cc2-c2ccccc2)cc1,9,95,93,12,96,-2,96,-4,94,96,-4
CSc1ncc(Cl)c(C(=O)O)n1,12,97,95,27,96,-5,91,21,97,93,nt
Cc1nn(Cc2ccccc2)c(C)c1C(=O)NCc1ccccc1F,6,109,101,13,99,0,95,-23,100,101,13
C#CCN1CCN(c2ccc(F)cc2)CC1,10,101,101,13,94,-1,92,-29,98,96,5
CN(C)P(=O)(C(Cl)=C(N1CCCCC1)N1CCCCC1)N(C)C,35,100,103,4,107,-3,100,-21,104,106,-4
CCOC(=O)c1ccc(N2C(=O)CC(N3CCC(C#N)(c4ccccc4)CC3)C2=O)cc1 (configuration not stated),7,101,101,16,101,0,98,-5,101,101,nt
COc1ccc(NC(=O)N2CCC3(CC2)OCCO3)c(OC)c1,4,103,97,11,92,-5,93,-14,95,92,-8
CCCCNC(=O)c1c(N)n(CCCOC)c2nc3ccccc3nc12,39,98,96,16,98,1,98,-9,98,99,-9

Single values from above:
Cc1cccc(OP(=O)(Nc2ccc(F)cc2)Oc2cccc(C)c2)c1 in Pf gamet viab is entered as -2
O=C(C(=O)N1CCC2(CC1)OCCO2)c1c[nH]c2ccccc12 in Mcl1-Noxa inh is entered as -1

Further compounds
compound,Avidin fluor,Rab7 wt modul,Rab2A wt mod,Mcl1-Noxa inh,Cdc42 wt GTP,Bim-Mcl-1,Rac1 mut GTP,Mcl1-Bid inh,HRas wt GTP,Rac1 wt GTP bind,Pf gamet viab
CCN(CC)CCOC(=O)c1cc2cc(COC)ccc2o1,15,102,103,-8,102,-4,99,-22,102,101,nt
CCCCCn1c(=O)c(C(=O)NCc2ccccn2)c(O)c2ccccc21,8,105,105,11,102,0,102,2,106,111,-17
O=c1[nH]c(=O)n(Cc2ccc(F)cc2)c(O)c1C=NCC1CCCO1 (configuration not stated),6,102,100,-4,103,0,102,-15,103,106,-6
Nc1ccc2c(c1)Cc1ccccc1-2,14,98,98,54*,101,0,101,-51,103,106,-34
O=c1[nH]c2ccccc2c(=O)n1-c1cccc(Cl)c1,10,101,102,-8,100,-1,98,2,103,103,nt
Cc1ccc(N2C(=O)NC(=O)/C(=C\c3ccsc3)C2=O)cc1C,5,93,95,8,98,15,96,-38,97,99,nt
Cc1ccccc1-n1c(O)c(/C=N/N2CCOCC2)c(=O)[nH]c1=S,78*,101,99,-12,99,-5,98,-8,99,107,-8
Cc1nn(Cc2ccccc2)c(C)c1C=C1C(=O)NC(=O)NC1=O,12,95,98,1,102,-8,100,-40,99,103,-4
Cc1ccc(-c2nc(CS(=O)CC(=O)N3CCC4(CC3)OCCO4)c(C)o2)cc1 (configuration not stated),12,102,99,-22,100,2,98,85*,100,100,-4
CSc1ccc(C(=O)C2CCCN(C)C2)cc1 (configuration not stated),3,94,96,-12,101,-4,97,-5,99,102,-11

Filtered by structure: the compounds so far containing a carbonyl joined to an NH by a bond outside any ring (nine)
compound,Avidin fluor,Rab7 wt modul,Rab2A wt mod,Mcl1-Noxa inh,Cdc42 wt GTP,Bim-Mcl-1,Rac1 mut GTP,Mcl1-Bid inh,HRas wt GTP,Rac1 wt GTP bind,Pf gamet viab
CC(=O)Nc1cc(C(=O)N2CCC3(CC2)OCCO3)ccc1Sc1ccc(F)cc1,7,101,96,7,96,0,95,2,97,96,7
CC1(C)C(C(=O)NCc2ccco2)C1(C)C,8,103,109,-17,109,0,104,-44,109,106,-3
O=C(CCC(=O)N1CCC2(CC1)OCCO2)Nc1nnc(C(F)(F)F)s1,9,96,102,3,103,1,101,3,102,101,-4
NC(=O)C1(N2CCCCC2)CCN(Cc2ccccc2)CC1,8,97,99,4,100,-3,98,-6,100,99,nt
O=C(N/N=C/c1c(O)n(C2CC2)c(=S)[nH]c1=O)c1ccccc1O,10,96,94,-14,99,-3,94,-72,95,97,-3
Cc1nn(Cc2ccccc2)c(C)c1C(=O)NCc1ccccc1F,6,109,101,13,99,0,95,-23,100,101,13
COc1ccc(NC(=O)N2CCC3(CC2)OCCO3)c(OC)c1,4,103,97,11,92,-5,93,-14,95,92,-8
CCCCNC(=O)c1c(N)n(CCCOC)c2nc3ccccc3nc12,39,98,96,16,98,1,98,-9,98,99,-9
CCCCCn1c(=O)c(C(=O)NCc2ccccn2)c(O)c2ccccc21,8,105,105,11,102,0,102,2,106,111,-17
